PERK inh = blocks human PERK kinase; AID 1416; Q9NZJ5; inhibition, % at 5.6 µM; 0.17% of 220,000 active; CHO PERK-DD fusion, SEAP luminescence translation reporter;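 active means inhibition above the mean inhibition of all tested compounds plus 3 SD, set separately per screening campaign, cut at about 2.9% in these data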;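 further: PERK kinase domain activated by AP20187 dimerizer at 100 nM; 0% = DMSO with dimerizer and 100% = rapamycin at 8.4 µM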
FXIa inh 1536 = factor XIa (human) inhibition. purified FXIa, Boc-Glu-Ala-Arg-AMC fluorogenic substrate. 0.14% of 220,000 active. P03951. inhibition, % at 5 µM;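 active means inhibition of at least 40%; inactive means inhibition below 40%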;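 further: fluorescence of freed AMC excited at 355 nm; 0% = enzyme without compound and 100% = no enzyme blank; many of its hits are not listed in these tables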
Target sequence (P03951 19-387 limits assumed): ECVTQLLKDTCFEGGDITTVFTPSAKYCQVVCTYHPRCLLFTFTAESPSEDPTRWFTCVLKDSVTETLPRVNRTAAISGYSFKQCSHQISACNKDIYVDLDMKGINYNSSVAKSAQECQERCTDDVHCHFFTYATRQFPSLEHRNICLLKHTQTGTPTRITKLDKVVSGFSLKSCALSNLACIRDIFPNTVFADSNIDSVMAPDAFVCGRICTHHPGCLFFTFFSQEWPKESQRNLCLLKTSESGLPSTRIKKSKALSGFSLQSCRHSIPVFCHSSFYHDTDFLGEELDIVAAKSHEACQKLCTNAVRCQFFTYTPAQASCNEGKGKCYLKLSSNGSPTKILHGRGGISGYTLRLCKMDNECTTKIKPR
Target sequence (P03951 388-625 limits assumed): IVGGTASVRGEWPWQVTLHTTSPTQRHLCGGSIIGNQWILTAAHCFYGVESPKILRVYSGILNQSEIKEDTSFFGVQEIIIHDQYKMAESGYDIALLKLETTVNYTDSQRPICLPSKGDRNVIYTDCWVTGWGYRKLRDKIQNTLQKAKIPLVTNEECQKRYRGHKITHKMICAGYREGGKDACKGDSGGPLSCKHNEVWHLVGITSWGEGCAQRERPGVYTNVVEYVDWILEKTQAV
Furin inh = human furin inhibition; P09958; 0.061% of 220,000 active; AID 463115; inhibition, % at 30 µM; purified furin, fluorogenic substrate cleavage; in the data active means inhibition above about 25%; further: inactives centre near -15
FXIIa inh 1536 = inhibitors of human coagulation factor XIIa. 0.3% of 220,000 active. inhibition, % at 5 µM. P00748. purified FXIIa, Boc-QGR-AMC fluorogenic substrate, 2 h; in the data active means inhibition above about 40%;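 further: 0% = enzyme with no compound and 100% = blank without enzyme; many of its hits are not listed in these tables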
Thrombin inh = inhibitors of human thrombin. P00734. alpha-thrombin, Boc-VPR-AMC fluorogenic substrate cleavage. inhibition, % at 5 µM. 0.26% of 220,000 active;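 active means inhibition at or above 40%; inactive means inhibition below 40%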;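 further: 0% = enzyme with no compound and 100% = wells without enzyme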
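Test system: human alpha-thrombin; medium: pH 7.5 Tris-saline with Tween 20; times: reaction at room temperature; signal: AMC fluorescence at 355 nm excitation and 460 nm emission; also added: Boc-VPR-AMC substrate, 15 µM final; dosing: one concentration per compound, 5 µM, with 0.2% DMSO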
Calpain2 inh = blocks pig calpain II enzyme activity. inhibition, % at 16 µM. AID 1236. 0.37% of 220,000 active. purified calpain II, fluorogenic peptide substrate, 30 min;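 active means inhibition above about 50%, limit read from the data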
KLK5 inh = inhibitors of human kallikrein 5 | Q9Y337 | 0.59% of 210,000 active | AID 873 | inhibition, % at 5 µM | recombinant hK5, fluorogenic AMC substrate cleavage;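 active means inhibition of 40% or more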;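 further: 0% = enzyme controls without compound and 100% = no-enzyme blanks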
Rad51 HR inh = Rad51 (human) homologous recombination inhibition | Q06609 | hRad51 DNA strand exchange, fluorescence dequenching | inhibition, % at 10 µM | 0.085% of 200,000 active;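 active means inhibition above 40% at the single screening dose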;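 further: 0% = DMSO control wells and 100% = blanks with heterologous ssDNA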
Target sequence (Q06609 whole entry, looked up): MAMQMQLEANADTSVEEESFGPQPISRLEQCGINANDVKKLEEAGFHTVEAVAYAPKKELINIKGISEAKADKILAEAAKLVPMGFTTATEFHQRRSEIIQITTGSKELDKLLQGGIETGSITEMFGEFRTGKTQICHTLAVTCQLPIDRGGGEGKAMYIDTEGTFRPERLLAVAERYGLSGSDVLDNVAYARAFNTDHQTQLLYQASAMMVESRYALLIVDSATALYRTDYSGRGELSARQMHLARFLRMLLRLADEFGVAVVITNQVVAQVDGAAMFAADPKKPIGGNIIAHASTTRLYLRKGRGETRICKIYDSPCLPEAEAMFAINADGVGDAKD
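Assay system: Human Rad51 nucleoprotein filaments preassembled on unlabelled ssDNA | Reagent: Donor/quencher-labelled 47-bp dsDNA substrate | Doses: One concentration, 10 µM final | Times: 37 °C 15-min filament assembly, 30-min compound preincubation, 15-min exchange | Technique: Fluorescein emission 520 nm, excitation 485 nm | Benchmarks: Plate control and blank wells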
KCC2 mod = KCC2 (human) Cl- transport modulation. 2.2% of 190,000 active. KCC2 cells, thallium flux FluoZin-2 fluorescence. AID 1456. B-score of Tl+ flux slope (higher = more flux/activation; lower = inhibition) at 10 µM;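 active means thallium flux slope and its plate-corrected score both differing from the plate sample mean at a set confidence after two filtering rounds, in either direction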;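 further: slope of fluorescence scaled to starting intensity during 10 to 20 s after thallium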
An asterisk follows results filed as active; i = inactive; . = not tested or not shown; [ ] = dose if it differs, or a comment. Some of the compounds tested (hit frequency here may not be typical).

PERK inh	canonical_smiles	FXIa inh 1536	Furin inh	FXIIa inh 1536	Thrombin inh	Calpain2 inh	KLK5 inh	Rad51 HR inh	KCC2 mod
0.9	CC(=O)c1cccc(NC(=O)C(C)OC(=O)CNC(=O)c2ccc(C)s2)c1 (stereo not drawn)	3	-20	8	2	8	-3	10	-0.98
2.7	Cc1ccc(N2C(=O)c3ccccc3C2=O)cc1	2	-28	5	1	0	3	16	0.77
-0.9	CCc1nnc(NC(=O)c2ccc(OC)cc2OC)s1	5	-17[20 µM]	11	-1	7	-13	0	0.48
0.9	O=c1cc(Cn2nnc(-c3ccc(Cl)cc3)n2)nc2sccn12	1	-13	8	-5	17	-17	-1	-0.4
0.0	COc1ccc(NC(=O)N(CCN2CCCC2)Cc2cc3cc(OC)c(OC)cc3[nH]c2=O)cc1	5	-21[20 µM]	10	4	-16	13	.	0.13
0.2	COCCNc1nnc(SC(C)C(=O)Nc2ccc(-c3nc4ccc(C)cc4s3)cc2)s1 (stereo not drawn)	5	-11	6	0	-137	-21	5	0.31
1.1	CCCCCC(=O)NNC(=O)c1c(O)c2ccccc2n(CC)c1=O	2	-23	12	-10	-9	-15	1	3.5*
0.3	COc1cc(/C=C2\SC(=S)N(c3cccnc3)C2=O)ccc1O	2	-6	10	1	5	10	2	0.13
2.1	O=C(Nc1ccccc1N1CCN(c2ccccc2)CC1)C12CC3CC(CC(C3)C1)C2	1	-8[20 µM]	11	-4	20	5	-1	-0.13
0.1	CCCC1Cc2nc(N3CCCCC3)c(C#N)cc2CO1 (stereo not drawn)	-2	-8[20 µM]	9	5	i	0	.	-0.96
-1.1	CCOc1ccc(NC(=O)CC2C(=O)N(c3ccccc3)C(=O)N2CCc2cccs2)cc1 (stereo not drawn)	7	-7	10	-8	20	-18	0	-0.22
1.2	O=S(=O)(NCc1cn2ccccc2n1)c1cc(F)ccc1F	5	-7[20 µM]	18	1	-4	16	-3	1.2
0.6	O=C1CCCC2=C1C(c1ccccc1)CC(=O)N2c1ccccc1 (stereo not drawn)	-8	-18	8	-3	25	1	.	0.66
-1.1	O=C(NCCCCc1ccccc1)C12CN(Cc3ccccc3)CC1C(c1cccc([N+](=O)[O-])c1)=NO2 (stereo not drawn)	7	-10[20 µM]	10	16	18	16	8	0.4
1.6	O=C1CCCN1S(=O)(=O)c1ccccc1	-5	-21	1	2	-15	-6	29	-1.4
-0.4	Cn1c(=O)oc2cc(S(=O)(=O)NC3CCCCCCC3)ccc21	-6	-24	-12	-4	17	3	-10	.
-0.9	CN1CCN(CCCNC(=O)C2CC(=O)N(C3CCCCC3)C2)CC1 (stereo not drawn)	3	-23[20 µM]	2	-7	25	-28	0	0.1
1.0	COC(=O)c1ccccc1NC(=O)Cn1cc(Br)cn1	-1	-18	13	4	-25	-1	8	-0.3
-0.6	COc1ccc(-c2nc3c4ccccc4[nH]c(=O)n3n2)cc1	-8	-8[20 µM]	-11	-4	-18	0	-2	0.12
0.4	Cc1cc(SCC#N)n2nc(C)c(-c3ccc(Cl)cc3)c2n1	0	-20[20 µM]	5	-1	-15	-3	-4	0.41
0.9	Cc1cc(C(=O)CSc2nnc(-c3ccc(F)cc3)o2)c(C)n1CC1COc2ccccc2O1 (stereo not drawn)	-11	-24[20 µM]	18	0	-26	2	-2	-0.34
-1.5	CCCC12CN(C(=O)c3ccc(OC)cc3)CC(C)(CN(C(=O)c3ccc(OC)cc3)C1)C2=O	16	-3[20 µM]	-3	1	5	-11	-6	.
-0.8	COc1cc(NC(=O)c2nnn(Cc3ccc(SC)cc3)c2N)cc(OC)c1	4	-14	16	-1	12	-3	0	0.7
-0.4	Cc1ccc(/C=N/NC(=O)Cn2nc(C)c([N+](=O)[O-])c2C)o1	-1	-11	6	0	8	-6	17	-0.78
0.9	CCOc1cc(S(=O)(=O)NCc2ccncc2)ccc1Cl	2	-12	1	-3	-16	-12	24	1.2
0.4	Fc1ccc(-n2nnnc2-c2ccccc2Cl)cc1	-1	-29	13	-3	-17	12	-14	.
-0.3	N#CC1=C(N)N(c2ccc(Oc3ccccc3)cc2)C(=O)C1	5	-19[20 µM]	-1	-4	8	5	2	-1.4
0.1	Cc1ccc(-c2nnc(Nc3ccc4c(c3)OCO4)c3ccccc23)cc1S(=O)(=O)NCCO	-5	-4	2	-4	-6	-16	-5	-2.2
0.3	O=c1[nH]cnc2c1cnn2Cc1ccccc1	5	-12	19	3	-2	8	2	.
1.8	CC1CN(C(c2cccs2)c2sc3ncnn3c2O)CC(C)O1 (stereo not drawn)	-3	-14	23	-2	-6	-3	-5	1.3
1.5	N#Cc1c(-c2ccccc2)cc(-c2ccccc2)nc1SCc1nnc(-c2ccccc2)o1	7	-11[20 µM]	13	1	-73	3	-5	0.85
-0.6	CN1CCC2(CC1)Nc1nc(SCc3ccc(Cl)cc3)nn1C1=C2CN(C)CC1	-9	-6	-8	3	-17	-13	.	-0.26
-1.4	COc1cccc(OC)c1C(=O)NC(=S)Nc1cc(-c2nc3ccccc3[nH]2)ccc1Cl	4	-7	6	-4	-47	-25	.	-2.4
-0.7	CCC(=O)N1CCN(c2ccc(NC(=S)NC(=O)c3cccc([N+](=O)[O-])c3)cc2)CC1	4	-12[20 µM]	15	-2	-15	-8	-8	1.2
1.7	CC(C)[C@H](NC(=O)c1ccco1)C(=O)OCC(=O)N1CC(=O)Nc2ccccc21	5	-16	7	-8	-8	-5	-8	0.62
0.1	Nc1nc(-c2ccccc2)c(N=Nc2ccccc2Cl)s1	7	-16	7	-7	10	-23	4	-1.1
-0.2	CCOc1ccccc1NC(=O)C1=C(C)NC(=O)NC1c1cccc(OC)c1OC (stereo not drawn)	3	-23	8	0	25	-1	-3	0.75
0.0	CCC(O)C1CCN(Cc2cn(-c3ccc(OC)cc3)nc2-c2cccc(F)c2)CC1 (stereo not drawn)	-1	-16	6	-1	-35	.	20	.
0.6	COCCNc1nc(-c2ccccc2)nc2ccccc12	-3	-34	9	6	-18	3	5	-0.43
-0.5	CC(C)NC(=O)c1onc(CSc2ccc(F)c(F)c2)c1C(=O)O	-9	-9[20 µM]	-2	-4	2	5	3	1.1
-0.7	CCc1ccccc1NC(=S)N(CCN1CCCCC1)Cc1ccco1	-4	-13	2	-12	-21	-6	-21	-1
-0.2	CCn1ccnc1CN(C)Cc1nc(CCC(C)C)no1	-7	-8	1	-16	-18	-4	6	0.27
-0.4	CC(C)(C)c1csc(NC(=O)Cn2cnc3ccccc3c2=O)n1	6	-7[20 µM]	8	7	16	-27	.	-0.0058
1.2	CCOc1ccc(CNn2nnnc2N)cc1	5	-18[20 µM]	-6	-9	-47	-22	0	.
-0.9	Clc1ccc(CN2CCC(c3nc4ccc(Cl)cc4[nH]3)CC2)cc1	-3	-22	-3	1	-6	-24	.	.
-0.3	CCOC(=O)c1ccc(N/C=C/C(=O)c2ccc(OC)c(OC)c2)cc1	0	-7	15	1	-140	-13	0	-0.34
-0.7	CC(NS(=O)(=O)c1ccc(Cl)cc1)C(c1cccs1)N1CCN(C)CC1 (stereo not drawn)	3	-10[20 µM]	13	-1	-10	-4	-5	-1.3
0.4	CNC(=S)NNC(=O)c1cccn(Cc2ccc(Cl)cc2Cl)c1=O	5	-8	19	4	5	-39	.	-1.1
-1.0	Cc1cc2cc(CN3C(=O)c4ccccc4C3=O)ccc2n1C	8	-9	12	3	1	-6	.	-0.059
1.2	Cc1ccc(C(=O)COC(=O)c2ccccc2NC(=O)c2ccccc2)cc1[N+](=O)[O-]	5	-9	11	4	13	-4	.	0.61

(more compounds)
PERK inh	canonical_smiles	FXIa inh 1536	Furin inh	FXIIa inh 1536	Thrombin inh	Calpain2 inh	KLK5 inh	Rad51 HR inh	KCC2 mod
-0.6	O=C(CSc1nnnn1-c1ccc(F)cc1)Nc1ccc(N2CCOCC2)c(Cl)c1	3	-19[20 µM]	14	3	-13	-2	-1	1.2
-1.0	CCOc1ccc(-c2cc(CCCC(=O)NCCc3ccc(OC)c(OC)c3OC)no2)cc1	8	-11	18	1	-34	-11	-2	0.02
0.7	NC(=O)c1nc(N2CCOCC2)nc(N2CCOCC2)n1	-7	-18[20 µM]	0	3	-16	-16	-6	.
-0.5	COc1ccc(CNC(=O)CCS(=O)(=O)Cc2cccc(Cl)c2)c(OC)c1	3	-9	8	2	25	-2	-11	-0.6
0.0	CCOc1ccc(-c2nc(CSCC(=O)N3CCN(C(=O)c4ccco4)CC3)c(C)o2)cc1	1	-9	7	-3	-22	-17	-3	.
1.5	O=C(O)/C=C/C(=O)NNC(=O)c1cccc(Br)c1	3	-3	6	-6	2	-15	11	1
0.2	COC(=O)c1ccc(C(=O)OC)c(-n2c(=O)c3ccccc3c3ccccc3c2=O)c1	2	-24	11	-1	-90	-7	0	0.81
0.0	CC(C)(C)c1ccc(C(=O)CC(Sc2ccc(Cl)cc2)C(=O)O)cc1 (stereo not drawn)	-6	-16	7	-13	-5	-2	-6	-1.3
-0.3	CC(=O)n1c(C=Nc2ccccc2)c(O)c2ccccc21	14	-3	27	6	21	.	.	-1.1
-0.4	COc1ccc(OC)c(NS(=O)(=O)c2ccc(N3CCCC3=O)cc2)c1	6	-23	17	-2	-5	7	8	.
0.8	Cc1cc(C)c(NC(=O)OCCN2CCOCC2)c(C)c1	7	-26	5	-5	-45	-17	8	0.44
0.7	COc1ccccc1NC(=O)c1ccc(NS(=O)(=O)c2ccc(F)c(Cl)c2)cc1	3	-17	6	-2	-26	-4	.	-0.14
0.7	C/C(=N\NS(=O)(=O)c1ccccc1)c1ccc2c(c1)OCCO2	6	-14	11	0	-10	-2	.	0.19
2.1	CN1CCN(c2ccccc2/C=N/NC(=O)c2cccnc2)CC1	2	4	8	0	11	7	-10	0.036
0.4	CN1CCC(OC(=O)c2cccc(Cl)c2)CC1	-3	-31	9	-5	-6	9	.	0.11
-0.1	COc1cc(OC)cc(C(=O)NCc2nc(-c3ccccc3)no2)c1	1	-18[20 µM]	15	-1	-6	-13	-3	-0.54
0.7	O=C(CNC(=O)c1ccc(F)cc1)N/N=C/c1cn[nH]c1-c1ccccc1	8	19	13	-1	2	13	9	-0.36
-0.6	COc1ccc(C)cc1S(=O)(=O)N(C)CC(=O)NC1CCCCCC1	-3	-32	6	-6	11	4	11	-0.033
0.2	N#Cc1c(N)nc(SCC(=O)NCCc2ccccc2)c(C#N)c1-c1cccs1	5	-17	10	3	-94	4	.	.
1.2	CC(C)c1[nH]nc2c1C(C(C)C)C(C#N)=C(N)O2 (stereo not drawn)	-11	-17	-5	-22	15	-15	6	0.35
0.5	O=C(CSc1nnc(CNc2ccccc2)o1)N1CCc2ccccc21	-2	-21	4	-9	-18	-3	-1	-1
0.6	OC(CNCCC(c1ccccc1)c1ccccc1)COc1ccccc1 (stereo not drawn)	-1	-16	1	-6	21	-10	-8	0.91

Four entries out of the list above, ordered by the number in Calpain2 inh, largest number first:
canonical_smiles | Calpain2 inh
CN1CCN(c2ccccc2/C=N/NC(=O)c2cccnc2)CC1 | 11
CN1CCC(OC(=O)c2cccc(Cl)c2)CC1 | -6
O=C(CSc1nnc(CNc2ccccc2)o1)N1CCc2ccccc21 | -18
N#Cc1c(N)nc(SCC(=O)NCCc2ccccc2)c(C#N)c1-c1cccs1 | -94

2 compounds from above with just Calpain2 inh, Furin inh and FXIa inh 1536:
SMILES,Calpain2 inh,Furin inh,FXIa inh 1536
COC(=O)c1ccc(C(=O)OC)c(-n2c(=O)c3ccccc3c3ccccc3c2=O)c1,-90,-24,2
CC(C)(C)c1ccc(C(=O)CC(Sc2ccc(Cl)cc2)C(=O)O)cc1 (stereo not drawn),-5,-16,-6

Compound activity deposited in PubChem by several laboratories.
